# High-throughput results deposited in PubChem by Sanford-Burnham Center for Chemical Genomics.
# APOBEC3G inh: APOBEC3G (human) deaminase inhibition; AID 493012; Q9HC16; actives 0.28% (n = 330,000); recombinant A3G, ssDNA deamination FAM/TAMRA fluorescence; inhibition, % at 20 µM;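 active means inhibition of at least 40% at 20 µM, with no more than 30% in the related APOBEC3A deaminase screen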;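 further: plate controls were DMSO wells with A3G for no effect and wells lacking A3G enzyme for full effect; some compounds called inactive have numbers as strong as hits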
# Target sequence (Q9HC16 whole entry, looked up): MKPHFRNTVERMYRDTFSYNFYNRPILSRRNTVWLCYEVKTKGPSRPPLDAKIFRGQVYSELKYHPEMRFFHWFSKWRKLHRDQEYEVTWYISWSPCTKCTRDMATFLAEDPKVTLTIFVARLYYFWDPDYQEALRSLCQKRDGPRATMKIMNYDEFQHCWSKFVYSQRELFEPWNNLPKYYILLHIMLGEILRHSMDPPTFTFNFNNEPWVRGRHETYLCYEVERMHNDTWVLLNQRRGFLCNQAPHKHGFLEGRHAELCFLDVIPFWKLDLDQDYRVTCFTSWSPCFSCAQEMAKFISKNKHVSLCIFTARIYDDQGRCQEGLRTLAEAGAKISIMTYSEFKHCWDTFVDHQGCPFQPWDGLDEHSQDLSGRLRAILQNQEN
# mIAP inh: blocks mouse intestinal alkaline phosphatase. purified mouse IAP, CDP-Star luminescence, 30 min. inhibition, % at 10 µM. actives 0.2% (n = 330,000);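 active means inhibition of at least 40% at 10 µM in the primary screen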;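 further: plate controls were DMSO with enzyme for no effect and no enzyme wells for full effect; values of inactives mirror those of a sister screen read the other way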
# MPTP inh: permeability transition pore inhibition; isolated mouse mitochondria, Ca2+ swelling absorbance, 30 min; inhibition, % at 10 µM; actives 1.4% (n = 360,000); AID 602449;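 active means inhibition of 50% or more, scaled per plate between neutral and stimulator controls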;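 further: 0% = DMSO wells given calcium and 100% = 1 mM EGTA wells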
# hIAP act: human IAP activation | P09923 | purified human IAP, CDP-Star luminescence, 30 min; stronger effect = higher value; 1 = vehicle-only enzyme, 0 = enzyme-free background | activation factor at 10 µM | actives 0.16% (n = 330,000) | AID 2524;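 active means activation factor of the enzyme at least 2-fold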; further: the source names both 10 and 20 µM as test concentration; values of inactives mirror those of a sister screen read the other way
# mIAP act: mouse IAP activation; muIAP, CDP-Star luminescence, 30 min; stronger effect = higher value; 1 = vehicle-only enzyme signal, 0 = enzyme-free wells; actives 0.24% (n = 330,000); activation factor at 10 µM;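 active means activation factor of at least 2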; further: the source names both 10 and 20 µM as test concentration; values of inactives mirror those of a sister screen read the other way
#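 also added = chemiluminescent substrate CDP-Star | test system = mouse IAP enzyme | signal = chemiluminescence readout | compound = DMSO-dissolved test compounds | incubation = 30 min at room temperature | benchmarks = DMSO wells, no-enzyme wells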
# MIN6 prolif: MIN6 beta-cell proliferation induction | MIN6 cells proliferation, ATPlite luminescence, 48 h; cells starved in 0.2% serum; 100% = growth in 10% serum | proliferation, % at 10 µM | actives 0.29% (n = 330,000) | AID 2380;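 active means compounds whose signal lies at least 3.5 SD above the mean of all wells on their plate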;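 further: 0% = DMSO-treated cells in low-serum medium and 100% = 10% serum control; some compounds called inactive have numbers as strong as hits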
# hIAP inh: blocks human intestinal alkaline phosphatase; P09923; inhibition, % at 10 µM; purified IAP, CDP-Star luminescence, 30 min; actives 0.12% (n = 330,000);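 active means inhibition reaching a set limit with compound at 10 µM in the primary screen, cut at about 35% in these data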;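 further: plate controls were DMSO wells with enzyme for no effect and no-enzyme buffer wells for full effect; values of inactives mirror those of a sister screen read the other way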
# A3A deaminase: inhibitors of human APOBEC3A DNA deaminase; P31941; recombinant A3A, FAM/TAMRA ssDNA deamination fluorescence; inhibition, % at 20 µM; actives 0.41% (n = 330,000); AID 493011;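 active means at least 40% inhibition at 20 µM here, with at most 30% in a related deaminase screen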;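 further: plate controls were A3A with DMSO for no effect and wells lacking A3A enzyme for full effect; some results filed as inactive read as strong as hits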
# Target sequence (P31941 whole entry, looked up): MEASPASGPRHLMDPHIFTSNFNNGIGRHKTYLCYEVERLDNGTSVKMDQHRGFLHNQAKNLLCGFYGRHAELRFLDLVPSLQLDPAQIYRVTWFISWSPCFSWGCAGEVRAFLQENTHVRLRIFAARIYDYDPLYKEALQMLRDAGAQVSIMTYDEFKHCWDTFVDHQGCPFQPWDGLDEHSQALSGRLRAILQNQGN
# ATG4B inhibitor: inhibitors of human ATG4B cysteine protease | Q9Y4P1 | ATG4B cleavage of LC3-PLA2, NBD-HPC fluorescence, 1 h | inhibition, % at 8.33 µM | actives 0.51% (n = 340,000) | AID 504462; in the data active means inhibition above about 40%
# Target sequence (Q9Y4P1 whole entry, looked up): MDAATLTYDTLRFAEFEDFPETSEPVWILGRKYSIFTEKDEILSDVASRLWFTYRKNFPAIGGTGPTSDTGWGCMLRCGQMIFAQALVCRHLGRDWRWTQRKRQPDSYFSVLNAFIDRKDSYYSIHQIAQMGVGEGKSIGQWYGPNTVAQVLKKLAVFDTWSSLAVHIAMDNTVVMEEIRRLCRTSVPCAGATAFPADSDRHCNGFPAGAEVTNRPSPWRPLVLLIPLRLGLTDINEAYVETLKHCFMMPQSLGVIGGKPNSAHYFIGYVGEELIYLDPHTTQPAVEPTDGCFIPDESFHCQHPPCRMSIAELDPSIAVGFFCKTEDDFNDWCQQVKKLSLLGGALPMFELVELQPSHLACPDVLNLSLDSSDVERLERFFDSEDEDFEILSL
# * hit, by the source's call; · = not tested or not shown.
SMILES,APOBEC3G inh,mIAP inh,MPTP inh,hIAP act,mIAP act,MIN6 prolif,hIAP inh,A3A deaminase,ATG4B inhibitor
COc1ccc(C(=O)C2CCCN(C(=O)C3CCOCC3)C2)cc1OC (stereo not drawn),-4,4,0.1,0.83,0.96,-4,17,-5,12
O=C(c1cc(-c2ccccc2)n[nH]1)N1CCN(S(=O)(=O)c2ccccc2)CC1,0,0,-0.3,1.3,1,-5,-31,3,-3
CCc1c(C(=O)Nc2cc(C)cc(C)c2)[nH]c(C)c1C(C)=O,-1,-28,79*,0.96,1.3,-2,4,2,-13
Cc1ccc(SCCN2CCN(CCc3ccccc3)CCC2=O)cc1,-5,-16,0.7,0.96,1.2,-6,4,-1,-6
c1ccc(Cc2nn[nH]n2)cc1,-6,11,0.2,1,0.89,-3,-4,0,-13
NC(=O)COc1ccc(/C=N\NC(=O)CC(=O)NCCc2ccccc2)cc1,-8,16,-0.6,0.99,0.84,-3,1,-3,-1
O=C(O)CNC(=O)C(c1ccccc1)c1ccccc1,-9,-6,1.1,0.97,1.1,2,3,-2,-1
COc1ccc(/C=N/NC(=O)CCSc2nc3ccccc3s2)cc1OC,-6,8,0.7,0.93,0.92,1,7,-4,-15
O=C(CCN1CCOCC1)Nc1cc(C(=O)Nc2ccccc2F)ccc1N1CC2CC(C1)c1cccc(=O)n1C2 (stereo not drawn),-7,6,-0.1,0.97,0.94,8,3,-5,-5
Cc1ccc(S(=O)(=O)N(C)c2ccc(OC(=O)c3cccs3)cc2)cc1C,-9,6,-0.9,0.85,0.94,-4,14,-5,23
COc1ccc(CNC(=O)c2ccc3nccnc3c2)cc1,2,11,-1.6,1.1,0.89,-1,-9,2,8
Cc1cccc(N(CC(=O)N/N=C/c2cc([N+](=O)[O-])ccc2Cl)S(C)(=O)=O)c1C,-5,6,-2.0,1.1,0.94,-4,-7,-4,-1
NC(=O)C1(N2CCCCC2)CCN(C2CC(=O)N(Cc3ccc(N4CCCC4=O)cc3)C2=O)CC1 (stereo not drawn),1,0,-0.9,1.1,1,-4,-5,2,-5
COc1ccc(/C(C)=N/NC(=O)CNC(=O)CCc2ccccc2)c(OC)c1,-8,-1,5.2,1,1,-1,-1,-2,13
CC1CN(CCc2ccccc2)c2nc3c(c(=O)n(C)c(=O)n3C)n2C1 (stereo not drawn),-7,-3,-1.4,1.4,1,3,-37,-8,-1
COc1cc(NC(=O)Cc2nn(C)c(=O)c3ccccc23)cc(OC)c1,-5,-7,20,1.5,1.1,-2,-49,-2,2
CC(=O)c1ccc(-c2ccccc2[C@H]2[C@H]3C=CC[C@@H](C)[C@@H]3C(=O)N2Cc2ccccc2)cc1,-3,-5,·,0.98,1.1,-7,2,1,·
C/C(CC(=O)Nc1ccc(N(C)C)cc1)=N\NC(=O)c1ccc(Cl)cc1,-10,6,0.3,1.3,0.94,2,-26,-6,0
O=C(Nc1cccc(-n2cnnn2)c1)c1cc2ccccc2o1,0,3,-0.6,0.95,0.97,2,5,1,8
N#Cc1nc(-c2cccc3ccccc23)oc1N,-3,1,0.2,1.1,0.99,-3,-12,6,-4
Cc1nonc1CN(C)C(=O)c1cc(COc2ccc(F)cc2Cl)on1,-1,6,-0.3,1.2,0.94,-6,-15,-1,-2
CN(C(=O)CCc1ccccc1F)C1CCCN(Cc2ccccc2F)C1 (stereo not drawn),-4,-4,-0.8,1.2,1,0,-24,-5,-10
CC(=O)Nc1ccc(S(=O)(=O)NNC(=S)NCc2ccco2)cc1,1,-1,-0.1,1,1,-1,-2,3,10
C=CCn1c(CCCOc2ccc(Cl)cc2Cl)n[nH]c1=S,0,-10,0.6,1.4,1.1,-3,-44,0,-6
COC(=O)c1ccc(CSc2nc(C)nc3c2c(=O)n(C)c(=O)n3C)o1,-9,3,-1.4,0.86,0.97,0,14,0,-3
CC1CCc2c(sc(NC(=O)c3cccs3)c2C(=O)O)C1 (stereo not drawn),-6,6,2.3,1.1,0.94,-3,-6,-3,5
Cc1cc2oc(C(=O)NCc3ccccc3)cc(=O)c2cc1C,3,10,0.3,0.87,0.9,0,13,-5,4
Cc1csc(N2CCCC2=O)n1,-4,6,-1.4,0.93,0.94,-1,7,1,0
CC(C)Oc1ccc(C2NC(=O)c3ccccc3O2)cc1 (stereo not drawn),-3,-5,-0.2,1.3,1,-2,-26,3,8
COc1ccc(-c2[nH]c(-c3ccc(F)cc3)nc2SCC(=O)NCc2ccco2)cc1OC,6,-8,-2.2,1.1,1.1,-2,-14,1,-6
Cc1ccc2c(c1)C(=O)C(=O)N2CC1COc2ccccc2O1 (stereo not drawn),-5,10,0.3,1,0.9,-5,-1,-3,1
c1cncc(-c2nnc3sc(-c4ccco4)nn23)c1,-3,3,-1.7,1,0.97,0,-3,0,-4
Cc1cccc(Nc2nnc(SCC(=O)Nc3ccccc3[N+](=O)[O-])s2)c1C,-10,10,2.7,1,0.9,-6,-3,-4,36
C=CCOC(=O)C(=O)/C=C/c1coc2ccccc2c1=O,-8,18,0.3,0.71,0.82,-3,29,3,-7
CCOC(=S)N/C(=N\S(=O)(=O)c1ccc(C)cc1)c1ccccc1,7,10,-0.4,0.89,0.9,-2,11,1,2
O=C(Nc1c(S(=O)(=O)c2ccccc2)csc1Br)c1ccccc1Cl,-5,0,0.2,1.1,1,-1,-12,-4,3
O=C(Cn1cc2c(n1)CCCCC2)N1CCCCC1,-3,-7,-0.3,0.94,1.1,-1,6,1,-5
CCCc1cc(=O)[nH]c(SCC(=O)Nc2cc(S(=O)(=O)N3CCOCC3)ccc2N(CC)CC)n1,9,-3,1.0,0.89,1,-3,11,1,-5
CC1(C)CC(=O)C=C(NCCN2CCN(C(=S)Nc3ccc(F)cc3)CC2)C1,-1,-14,1.5,0.89,1.1,0,11,4,-4
COc1cccc(CNC(=O)C2CCN(C(=O)N(C)C)CC2)c1,-9,4,0.8,0.78,0.96,1,22,-4,-6
COc1ccc(NC(=O)c2ccc3[nH]c(C)c(C)c3c2)c(OC)c1,-7,-4,0.4,0.89,1,1,11,-3,5
S=C(NC1CCCCC1)N1CCn2cccc2C1c1cccnc1 (stereo not drawn),-4,-2,-1.9,1.1,1,-2,-10,-2,-9
Cc1ccccc1N1C(=O)CC(N2CCN(C(=O)c3ccco3)CC2)C1=O (stereo not drawn),6,-6,-1.9,0.99,1.1,0,1,-1,-3
O=C(CCc1nnc(C2(c3ccc(Cl)cc3)CCC2)o1)N1CCCC(O)C1 (stereo not drawn),-2,-12,0.3,0.88,1.1,0,12,-1,-10
COC(=O)c1ccc(C(=O)OC)c(NC(=S)N2CCCC(C)C2)c1 (stereo not drawn),1,19,13,0.95,0.81,0,5,0,-5
CC(C)Oc1ccc(/C(O)=C2/C(=O)C(=O)N(CCN3CCNCC3)C2c2ccc(C(C)C)cc2)cc1 (stereo not drawn),-8,1,0.1,0.92,0.99,1,8,-6,-2
COc1ccc(-c2nnc(SCC(=O)Nc3cccnc3Cl)n2C)cc1,-2,-4,0.3,0.99,1,-2,1,27,3
O=C(Nc1cccc(O)c1)c1ccc(Br)c(S(=O)(=O)N2CCCCC2)c1,-5,5,1.9,0.86,0.95,0,14,-1,-7
O=C(N/N=C/c1ccccc1O)C1SCCCS1,-10,-26,-0.2,1.7,1.3,-1,-65,-7,-1
Cc1ccccc1C(=O)NCCCNC(=O)c1ccco1,-5,1,-4.6,1.3,0.99,-1,-28,-3,-2

# Exported as tab-separated lines: part of the list above
Compound	APOBEC3G inh	mIAP inh	MPTP inh	hIAP act	mIAP act	MIN6 prolif	hIAP inh	A3A deaminase	ATG4B inhibitor
O=C(Nc1cccc(O)c1)c1ccc(Br)c(S(=O)(=O)N2CCCCC2)c1	-5	5	1.9	0.86	0.95	0	14	-1	-7
COc1ccc(NC(=O)c2ccc3[nH]c(C)c(C)c3c2)c(OC)c1	-7	-4	0.4	0.89	1	1	11	-3	5
S=C(NC1CCCCC1)N1CCn2cccc2C1c1cccnc1 (stereo not drawn)	-4	-2	-1.9	1.1	1	-2	-10	-2	-9
O=C(N/N=C/c1ccccc1O)C1SCCCS1	-10	-26	-0.2	1.7	1.3	-1	-65	-7	-1

# (further entries)
SMILES,APOBEC3G inh,mIAP inh,MPTP inh,hIAP act,mIAP act,MIN6 prolif,hIAP inh,A3A deaminase,ATG4B inhibitor
O=C(COc1cccc2cccnc12)NCc1cccs1,2,-3,-4.4,1,1,0,-3,8,2
CC(=O)c1c(O)cc(C)n(Cc2ccccc2)c1=O,-3,18,-1.4,0.91,0.82,1,9,-1,-4
Cc1ccccc1Cn1cc(NC(=O)c2cc(C3CC3)on2)cn1,-6,7,1.2,1.1,0.93,-1,-14,2,18
COc1ccc(CCNC(=O)c2nnn(-c3ccccc3OC)c2N)cc1OC,-1,-1,-1.8,1.1,1,1,-9,0,1
Cc1cc(C)c2nc(C(F)(F)F)nc(N3CCN(C(=O)c4ccco4)CC3)c2c1,-6,-8,0.8,1.4,1.1,-6,-44,-7,34
O=C(COc1cc2oc(=O)c3c(c2cc1Cl)CCC3)NCC(O)c1ccccc1 (stereo not drawn),-8,4,-1.2,1.2,0.95,-1,-16,-6,-13
Nc1ccccc1Nc1c(F)c(F)nc(F)c1Cl,3,-5,2.4,1,1.1,-1,-2,3,-4
CC(=O)c1sc(NC(C)c2ccccc2)nc1C (stereo not drawn),-15,3,-0.7,1,0.97,0,0,-2,-3
N#Cc1cc([N+](=O)[O-])ccc1NC(=O)COC(=O)CC1CCCC1,0,-3,·,1,1,-5,-2,0,0
COCC1CCN(C(=O)CCc2nnc(CCCCc3ccccc3)o2)CC1,-3,3,2.0,0.93,0.97,-4,7,-1,-20
CCCNC(=O)NC(=O)CSc1ccc(C)cc1C,-2,7,-1.0,0.96,0.93,-2,4,2,0
CCN(CC)C(=O)Cn1c(=O)n(CCC(=O)Nc2ccc(F)cc2)c(=O)c2sccc21,-8,10,-0.3,1.1,0.9,-2,-13,-2,3
COc1ccc(CNC(=O)CCCCCNC(=O)N2CCn3c2nc2ccccc23)cc1,-7,-1,0.0,1.2,1,0,-16,-2,-9
COc1ccc(C2/C=C\CC(NS(=O)(=O)c3ccc(C)cc3)CC(=O)N2Cc2ccccc2F)cc1 (stereo not drawn),1,-27,-0.3,·,1.3,·,·,2,4
O=C(NCCc1ccc(Cl)cc1)C1CCN(c2cnccn2)CC1,-9,4,2.4,1.1,0.96,3,-9,2,1
Cn1cc(CC(=O)NCc2ccc(F)cc2)c2ccccc21,0,-10,0.0,1.1,1.1,0,-14,-1,8
CC1CCN(c2ccc(S(=O)(=O)NC3=NCCCCC3)cc2[N+](=O)[O-])CC1,-4,4,-2.4,1.1,0.96,-2,-12,-1,3
O=C(NCc1cccnc1)/C(=C/c1ccc(-c2cccc(Cl)c2)o1)S(=O)(=O)c1ccccc1,0,11,-1.7,0.97,0.89,-4,3,7,-4
O=C(N/N=C/c1ccncc1)c1cccc(S(=O)(=O)N2CCCC2)c1,2,-1,-0.4,0.92,1,-2,8,-1,2
C/C=N/NC(=O)CCCC(=O)N/N=C/C,-7,0,-0.9,1.1,0.99,-1,-13,-5,-3
Cc1nc2c(-c3ccc(F)cc3)c(C)nn2c(C)c1CCC(=O)N1CCN(c2ccccc2)CC1,-12,-1,0.7,1,1,-4,0,-6,4
CN(C)C(=O)c1cccn(Cc2ccc(C(F)(F)F)cc2)c1=O,-3,0,-2.0,1.1,1,4,-12,1,-6
